Screens from PubChem.
Rab9 prom act = qHTS Assay for Rab9 Promoter Activators | Huh7 Rab9 promoter-luciferase reporter, luminescence, 24 h | Potency, µM (doses to about 9.22 µM), for the others: at the top dose activation, negative = inhibition, actives largely listed as activators | hit rate 2.8% among 320,000 | AID 485297, 2010; note: % of control where 0% means no effect; nearly all actives have a fitted effect of over 60% in size
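Measured in stably transfected Huh7 cells bearing a Rab9 promoter–luciferase construct: 24 h compound treatment at 37 °C, followed by luminescence detection.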
CXXC DNA block = qHTS Fluorescence Polarization Assay for Inhibitors of MLL CXXC domain - DNA interaction; Potency, µM (series often up to 115 µM), inactives show at the highest dose activity change, negative = inhibition, most hits filed as inhibitors; MLL-CXXC / FITC-HOXA9 DNA fluorescence polarization; AID 2662, 2010; hit rate 0.037% among 290,000; active = well fitted inhibition curve with a large enough effect in the polarisation, with a control signal flat, not every such curve was filed as active; inconclusive = small, poorly fitted or top-dose-only effect, or effect the other way, or a change in a side signal; inactive = no such curve, though single readings can be large or run the other way; the % refers to the polarisation
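Purified MLL-CXXC (added from a 7 uM solution) was preincubated 5 min at ambient with pinned compounds in 50 mM Tris-HCl pH 7.5, 50 mM NaCl, 1 mM DTT, 0.05% BSA. Fluorescein-labeled HOX-A9 DNA (50 nM solution) followed, 30 min, then polarization read.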
ELG1 genotox = qHTS screen for small molecules that induce genotoxicity in human embryonic kidney (HEK293T) cells expressing luciferase-tagged ELG1 | HEK293T ELG1-luciferase reporter, luminescence, 16 h | Potency, µM (doses to about 46 µM), without a hit: top-dose activity change, positive = activation, most hits filed as activators | hit rate 1.3% among 330,000 | AID 504466, 2011; note: % of control where 0% means no effect; nearly all actives have a fitted effect of over 60% in size
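16 hr compound incubation (37 °C, 5% CO2) of HEK293T cells carrying luciferase-tagged ELG1; luciferase then measured by ONE-Glo luminescence after 30 min at RT.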
NPC1 prom act = qHTS Assay for NPC1 Promoter Activators; Huh7 NPC1 promoter luciferase reporter, 24 h; Potency, µM (highest dose often 9.22 µM), inactives show top-dose activation, hits mostly activators; hit rate 2.4% among 320,000; AID 485313, 2010;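 note: % of control where 0% means no effect; nearly all actives have a fitted effect of over 60% in size; reporter is driven by a mutant NPC1 promoter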
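Luminescence read-out of NPC1 promoter-driven luciferase in stably transfected Huh7 cells; compounds delivered in DMSO and left 24 h at 37C, 5% CO2, qHTS titration format.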
Gal4-VP16 FLuc = VP16 counterscreen qHTS for inhibitors of ROR gamma transcriptional activity; Drosophila S2 Gal4-VP16 UAS-luciferase, luminescence, 20 h; Potency, µM (series often up to 53.6 µM), for the others: at the highest dose activity, negative = inhibition, hits mostly inhibitors; hit rate 3.5% among 310,000;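 note: Gal4-VP16 expression switched on by copper sulfate through the metallothionein promoter; % is set by controls: 0 for no effect and ±100 for the full control effect; nearly all actives have a fitted effect of over 50% in size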
BRCA1 expr act = qHTS Assay to Identify Small Molecule Activators of BRCA1 Expression. hit rate 1.1% among 380,000. Potency, µM (top dose mostly 46.1 µM), without a hit: at the highest dose activation, usual class: activators. MCF7-BRCA1-FFLuc reporter, luminescence, 48 h; response scale: scaled: vehicle 0%, 10 µM genistein 100%; note: nearly all actives have a fitted effect of over 80% in size; some results filed as inactive show a strong effect at the top dose
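Compounds are tested at multiple concentrations on MCF7 BRCA1-luciferase reporter cells seeded at 2000 per well; after 48 h, a single luminescence end-point is taken and curves fitted to the normalized data.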
FLuc counter = qHTS profiling assay for firefly luciferase inhibitor/activator using purifed enzyme and Km concentrations of substrates (counterscreen for miR-21 project) | purified FLuc, Km substrates, luminescence inhibition | Potency, µM (series often up to 57.5 µM), without a hit: at the highest dose activity change, negative = inhibition, most hits filed as inhibitors | hit rate 6.9% among 360,000 | Luciferin 4-monooxygenase (Photinus pyralis), P08659 | AID 588342, 2011;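 note: plate controls were vehicle for no effect and reference inhibitor for full effect; nearly all actives have a fitted effect of over 55% in size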
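Purified P. pyralis luciferase, 10 nM final, with Km-level 10 uM D-luciferin and 10 uM ATP in 50 mM Tris acetate pH 7.5, 10 mM Mg acetate, 0.01% Tween-20, 0.05% BSA; 6-point qHTS titration about 60 µM downward; luminescence read.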
MBNL1-CUG inh = qHTS Assay for Inhibitors of MBNL1-poly(CUG) RNA binding; TR-FRET MBNL1-His/biotin-(CUG)12 binding, 665/545 ratio; AID 2675, 2010; Muscleblind-like protein 1 (Homo sapiens), Q9NR56; Potency, µM (highest dose often 57.5 µM), for the others: at the highest dose activity change, negative = inhibition, hits mostly inhibitors; hit rate 0.036% among 280,000; active = well fitted inhibition curve with a large enough effect in the signal ratio, with a control signal flat, not every such curve was filed as active; inconclusive = small, poorly fitted or top-dose-only effect, or effect the other way, or a change in a side signal; inactive = no such curve, though single readings can be large or run the other way; the % refers to the signal ratio; note: % is set by controls: 0 for no effect and ±100 for the full control effect
Target sequence (Q9NR56 whole entry, looked up): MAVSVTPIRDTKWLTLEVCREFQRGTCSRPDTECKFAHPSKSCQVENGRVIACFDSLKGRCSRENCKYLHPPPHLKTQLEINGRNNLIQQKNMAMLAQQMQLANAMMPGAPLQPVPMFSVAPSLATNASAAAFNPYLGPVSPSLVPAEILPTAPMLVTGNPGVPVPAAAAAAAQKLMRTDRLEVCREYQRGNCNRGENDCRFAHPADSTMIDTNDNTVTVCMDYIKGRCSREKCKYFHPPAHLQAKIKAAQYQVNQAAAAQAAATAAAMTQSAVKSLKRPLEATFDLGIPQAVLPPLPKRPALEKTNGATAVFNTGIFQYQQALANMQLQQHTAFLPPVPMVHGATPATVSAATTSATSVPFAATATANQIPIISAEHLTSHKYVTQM
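TR-FRET readout: Ex 340 nm, 665/545 nm emission ratio, normalized to buffer-only (basal) and MBNL1-(CUG)12 controls. Complex of MBNL1-His with Biotin-(CUG)12, compounds 92 nM–58 uM, incubated 60 min at room temperature.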
p53 reactivation = qHTS assay for re-activators of p53 using a Luc reporter; H1299 p53-A138V BP100-luciferase reporter, luminescence, 24 h; Potency, µM (series often up to 92.2 µM), without a hit: at the top dose activity change, positive = activation, hits mostly activators; hit rate 0.063% among 320,000; AID 504706, 2011; note: % of control where 0% means no effect; nearly all actives have a fitted effect of over 45% in size
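H1299 (p53-null), stable ts p53-A138V + BP100-Luc; 1000 cells/well, Opti-MEM/10% FBS; cpd 4 pt, 1:5; 24 h, 37 deg C, 5% CO2; detection reagent 10 min RT; luminescence.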
RORg inh = qHTS for inhibitors of ROR gamma transcriptional activity; hit rate 5.4% among 310,000; Potency, µM (highest dose often 53.6 µM), for inactives: top-dose activity change, negative = inhibition, actives largely listed as inhibitors; Nuclear receptor ROR-gamma (Mus musculus), P51450; Drosophila S2 Gal4-RORgamma UAS-luciferase reporter, 20 h; note: % is set by controls: 0 for no effect and ±100 for the full control effect; nearly all actives have a fitted effect of over 60% in size
Target sequence (P51450 whole entry, looked up, the tested form may be a part): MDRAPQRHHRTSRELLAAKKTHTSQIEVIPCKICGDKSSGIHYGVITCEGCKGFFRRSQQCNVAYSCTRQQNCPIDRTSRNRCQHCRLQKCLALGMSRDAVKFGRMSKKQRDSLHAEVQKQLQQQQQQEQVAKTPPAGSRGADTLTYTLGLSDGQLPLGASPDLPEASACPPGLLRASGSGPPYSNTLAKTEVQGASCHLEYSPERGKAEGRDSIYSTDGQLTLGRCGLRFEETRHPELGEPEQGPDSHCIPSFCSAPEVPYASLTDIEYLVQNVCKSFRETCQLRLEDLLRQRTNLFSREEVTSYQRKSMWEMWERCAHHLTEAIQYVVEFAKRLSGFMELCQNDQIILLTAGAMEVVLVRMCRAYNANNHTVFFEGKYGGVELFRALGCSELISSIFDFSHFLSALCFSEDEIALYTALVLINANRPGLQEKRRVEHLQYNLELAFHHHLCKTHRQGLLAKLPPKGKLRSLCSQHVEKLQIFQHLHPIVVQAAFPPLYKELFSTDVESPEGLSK
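Compounds are pin-transferred onto Drosophila Schneider cells expressing a copper-inducible Gal4–ROR gamma transactivation domain fusion. After 1 hr, copper sulfate is added to 700 uM final; luciferase is read 20 hr later.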
uPA surface inh = qHTS for Inhibitors of Cell Surface uPA Generation | cell surface uPA generation assay, qHTS | Potency, µM (top dose mostly 38.3 µM), without a hit: at the highest dose activity change, negative = inhibition, hits mostly inhibitors | hit rate 0.31% among 330,000; active = well fitted inhibition curve with a large enough effect; inconclusive = small, poorly fitted or top-dose-only effect; inactive = no such curve, though single readings can be large or run the other way; tested in mouse RAW 264.7 cells; note: % is set by controls: 0 for no effect and ±100 for the full control effect; nearly all actives have a fitted effect of over 55% in size
* hit, by the source's call; [ ] = another dose, or the depositor's remark. Unless noted, calls come from the whole dose curve; as a rule, active = well fitted curve in the direction sought with a large enough effect; inconclusive = small, poorly fitted or top-dose-only effect, or another doubt; inactive = no such curve, though single readings can be large; an effect the other way counts as inactive or inconclusive. Potency is the fitted concentration of half-maximal effect. An excerpt (hit frequency here may not be typical).

For CCC(OCC(O)CN1CCN(CCN2C(=O)c3cccc4cccc(c34)C2=O)CC1)c1ccccc1 (configuration not stated) the results were Rab9 prom act -8.2%, CXXC DNA block 5.4%, ELG1 genotox -6.5%, NPC1 prom act 2.7%, Gal4-VP16 FLuc inconclusive, BRCA1 expr act -29.4%, FLuc counter 0.9%, p53 reactivation 3.6%, RORg inh inconclusive and uPA surface inh 7.0%.
For CN(Cc1ccccc1)C(=O)CN(c1ccc(F)cc1)S(=O)(=O)c1ccc2c(c1)OCCO2 the results were Rab9 prom act 1.9%, CXXC DNA block -5.5%, ELG1 genotox -3.9%, NPC1 prom act -6.4%, Gal4-VP16 FLuc -19.4%, BRCA1 expr act -26.5%, FLuc counter -1.9%, MBNL1-CUG inh -7.3%, p53 reactivation 1.5%, RORg inh 30.3% and uPA surface inh -5.9%.
`COc1ccc(OC)c(CCNC(=O)CC2Oc3ccccc3NC2=O)c1` (configuration not stated) gave Rab9 prom act -6.3%, CXXC DNA block -0.2%, ELG1 genotox -0.4%, NPC1 prom act 9.4%, Gal4-VP16 FLuc 2.7%, BRCA1 expr act 0.0%, FLuc counter 0.0%, MBNL1-CUG inh 2.8%, p53 reactivation -0.6%, RORg inh 1.6% and uPA surface inh 7.2%.
For O=C(Nc1cccnc1)OC1CCCC1 the results were Rab9 prom act 8.6%, CXXC DNA block -4.4%, ELG1 genotox 12.2%, NPC1 prom act 6.4%, Gal4-VP16 FLuc -12.1%, BRCA1 expr act 48.1%, FLuc counter inconclusive, p53 reactivation 10.9%, RORg inh 32.8% and uPA surface inh -2.3%.
Cc1cccc(N(C(=O)c2nsc(Cl)c2Cl)C(C(=O)NC2CCCC2)c2ccc(O)cc2)c1C (configuration not stated) was read as Rab9 prom act 2.6%, CXXC DNA block 2.5%, ELG1 genotox -7.8%, NPC1 prom act -1.2%, Gal4-VP16 FLuc -11.7%, BRCA1 expr act -87.7%, FLuc counter 11.9%, p53 reactivation 6.1%, RORg inh 30.3% and uPA surface inh 0.6%.
`Cc1onc(-c2ccc(Cl)cc2)c1-c1ccnc(SCC(=O)Nc2cc(Cl)cc(Cl)c2)n1` gave Rab9 prom act -3.1%, CXXC DNA block 10.6%, ELG1 genotox -8.5%, NPC1 prom act -5.3%, Gal4-VP16 FLuc -0.3%, BRCA1 expr act -49.1%, FLuc counter 3.6%, MBNL1-CUG inh 2.0%, p53 reactivation 11.7%, RORg inh inconclusive and uPA surface inh 1.7%.
`CCOC(=O)C1CCN(C(=O)C2(NC(=O)Nc3cccc(F)c3)CCCCC2)CC1` gave Rab9 prom act 2.1%, CXXC DNA block -11.2%, ELG1 genotox 0.3%, NPC1 prom act -2.4%, Gal4-VP16 FLuc 6.2%, BRCA1 expr act -0.2%, FLuc counter -3.2%, MBNL1-CUG inh 4.7%, p53 reactivation -8.7%, RORg inh 17.7% and uPA surface inh -2.3%.
CCOC(=O)CC(NC(=O)Cc1cccs1)c1ccccc1Cl (configuration not stated) was read as Rab9 prom act -4.7%, CXXC DNA block inconclusive, ELG1 genotox -4.5%, NPC1 prom act 0.5%, Gal4-VP16 FLuc 11.5%, BRCA1 expr act -1.9%, FLuc counter 0.6%, MBNL1-CUG inh -1.6%, p53 reactivation 1.6%, RORg inh 34.1% and uPA surface inh -9.2%.
Screening O=C(Nc1nnc(-c2ccccc2Cl)o1)c1ccc(S(=O)(=O)N2CCCCCC2)cc1 returned Rab9 prom act -32.3%[inhibitor], CXXC DNA block 3.1%, ELG1 genotox -14.3%, NPC1 prom act -23.1%, Gal4-VP16 FLuc 0.398µM*, BRCA1 expr act -83.5%, FLuc counter 0.3%, MBNL1-CUG inh -7.3%, p53 reactivation 27.7%, RORg inh 0.447µM* and uPA surface inh -7.1%.
Screening CCOc1ccc(NC(=O)CCn2cccc2)cc1 returned Rab9 prom act -4.5%, CXXC DNA block -3.2%, ELG1 genotox 1.8%, NPC1 prom act 7.3%, Gal4-VP16 FLuc 17.0%, BRCA1 expr act 28.1%, FLuc counter -2.7%, MBNL1-CUG inh 1.5%, p53 reactivation 24.5%, RORg inh inconclusive and uPA surface inh -3.7%.
For CCOc1ccc(N2C(=O)CC(SC(=NC)Nc3cccc(OC)c3)C2=O)cc1 (configuration not stated) the results were Rab9 prom act -3.1%, CXXC DNA block 11.2%, ELG1 genotox -7.7%, NPC1 prom act -5.5%, Gal4-VP16 FLuc 3.2%, BRCA1 expr act -20.1%, FLuc counter -3.7%, MBNL1-CUG inh 0.3%, p53 reactivation 1.1%, RORg inh -4.3% and uPA surface inh 3.7%.
For CCOc1ccc(N(CC(=O)NCCc2ccc(F)cc2)S(=O)(=O)c2ccccc2)cc1 the results were Rab9 prom act 1.9%, CXXC DNA block -6.5%, ELG1 genotox -9.9%, NPC1 prom act -1.0%, Gal4-VP16 FLuc -5.5%, BRCA1 expr act -45.2%, FLuc counter -1.1%, MBNL1-CUG inh -2.5%, p53 reactivation -3.6%, RORg inh 14.9% and uPA surface inh 7.7%.
Cc1ccc(-n2c(SCC(=O)N3CCOCC3)nnc2-c2cccnc2)cc1C was read as Rab9 prom act -8.0%, CXXC DNA block 8.2%, ELG1 genotox 3.0%, NPC1 prom act 3.0%, Gal4-VP16 FLuc 4.4%, BRCA1 expr act 5.0%, FLuc counter 0.0%, MBNL1-CUG inh 2.3%, p53 reactivation 2.4%, RORg inh -15.8% and uPA surface inh -0.4%.
`COc1cc(SC)ccc1C(=O)N1CCCCCC1` gave Rab9 prom act -4.6%, CXXC DNA block -11.7%, ELG1 genotox -0.7%, NPC1 prom act -1.4%, Gal4-VP16 FLuc -8.4%, BRCA1 expr act 0.1%, FLuc counter -5.3%, MBNL1-CUG inh 0.9%, p53 reactivation -9.9%, RORg inh 1.2% and uPA surface inh 2.5%.
Screening COc1ccccc1CCNC(=O)c1cc(C2CC2)nc2c1cnn2C(C)C returned Rab9 prom act -5.6%, ELG1 genotox -8.7%, NPC1 prom act -2.7%, BRCA1 expr act -29.0%, FLuc counter 0.3%, p53 reactivation -10.8% and uPA surface inh -0.1%.
For O=C(COC(=O)c1cccc(O)c1)Nc1ccc(S(=O)(=O)N2CCOCC2)cc1 the results were Rab9 prom act 0.8%, ELG1 genotox -4.8%, NPC1 prom act -1.5%, BRCA1 expr act -10.4%, FLuc counter 2.4%, p53 reactivation 0.2% and uPA surface inh -3.2%.
For Cc1cccc(NC(=O)c2ccc(NCCc3ccccc3)c([N+](=O)[O-])c2)c1 the results were Rab9 prom act -11.8%, CXXC DNA block 22.0%, ELG1 genotox 1.5%, NPC1 prom act -4.6%, Gal4-VP16 FLuc -8.0%, BRCA1 expr act -6.1%, FLuc counter 2.3%, p53 reactivation 6.7%, RORg inh inconclusive and uPA surface inh -1.5%.
For CCN(CC(=O)Nc1ccc(OC)cc1)C(=O)CSCC(=O)Nc1ccc(C)cc1 the results were Rab9 prom act 8.0%, CXXC DNA block -0.5%, ELG1 genotox 3.4%, NPC1 prom act -2.4%, Gal4-VP16 FLuc -5.3%, BRCA1 expr act -4.3%, FLuc counter -3.8%, MBNL1-CUG inh -0.6%, p53 reactivation -1.8%, RORg inh 16.4% and uPA surface inh -11.4%.
Cc1nnc2ccc(N3CCCCC3)nn12 was read as Rab9 prom act 8.0%[1.84 µM], CXXC DNA block 0.0%, ELG1 genotox inconclusive, NPC1 prom act -2.6%, Gal4-VP16 FLuc 17.9%, BRCA1 expr act -15.2%, FLuc counter -3.4%, MBNL1-CUG inh 13.9%, p53 reactivation -1.2%, RORg inh -31.8% and uPA surface inh -7.0%.
